Shiga toxin inh – A qHTS for Small Molecule Inhibitors of Shiga Toxin | Vero cells, Shiga toxin protein synthesis inhibition reporter | 290,000 compounds, 9.2% hits | AID 2315, 2010 | inhibition, % at 38.7 µM; in the data active = inhibition mostly above about 28%, no sharp cut-off; inactive = mostly below about 43%; also: 0% is about no effect
LmPK inh – qHTS Assay for Inhibitors of Leishmania Mexicana Pyruvate Kinase (LmPK) | Potency, µM (top dose mostly 57.5 µM), for inactives: top-dose activity change, negative = inhibition, hits mostly inhibitors | purified LmPK, Kinase-Glo ATP luminescence, 1 h | 290,000 compounds, 0.37% hits | Q27686; also: potency is read from the fitted curve at half-maximal effect; % is scaled to controls: 0 for no effect and ±100 for the full control effect
Target sequence (Q27686 whole entry, looked up): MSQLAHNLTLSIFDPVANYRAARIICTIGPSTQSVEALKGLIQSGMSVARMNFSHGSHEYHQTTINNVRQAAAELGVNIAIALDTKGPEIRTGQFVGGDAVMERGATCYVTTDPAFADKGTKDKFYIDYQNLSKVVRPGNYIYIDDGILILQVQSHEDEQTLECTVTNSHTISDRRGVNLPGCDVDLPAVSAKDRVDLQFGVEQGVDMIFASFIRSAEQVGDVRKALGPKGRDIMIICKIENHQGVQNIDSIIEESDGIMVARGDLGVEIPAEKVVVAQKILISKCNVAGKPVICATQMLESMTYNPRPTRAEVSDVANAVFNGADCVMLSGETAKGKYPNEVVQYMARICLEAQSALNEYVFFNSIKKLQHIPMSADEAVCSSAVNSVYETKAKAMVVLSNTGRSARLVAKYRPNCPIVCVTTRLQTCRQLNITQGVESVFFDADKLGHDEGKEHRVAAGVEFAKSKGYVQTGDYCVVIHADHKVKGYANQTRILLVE
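Kinase-Glo luminescence read after 1 h RT reaction of 0.1 nM LmPK with 0.5 mM PEP and 0.1 mM ADP. Activity scaled between uninhibited and enzyme-free controls.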
Pf growth 48h – Primary qHTS for delayed death inhibitors of the malarial parasite plastid, 48 hour incubation | P. falciparum luciferase growth in erythrocytes, 48 h | Potency, µM (doses to about 28.7 µM), for inactives: top-dose activity change, negative = inhibition, usual class: inhibitors | 310,000 compounds, 5.9% hits | AID 504832, 2011; also: potency is read from the fitted curve at half-maximal effect; % is scaled to controls: 0 for no effect and ±100 for the full control effect
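First compound was added to culture medium, then infected red cells at 0.1% parasitemia and 2% hematocrit (final). After incubation at 37 C under 5% CO2, luciferase detection reagent was dispensed and light output recorded.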
Pf growth 96h – Primary qHTS for delayed death inhibitors of the malarial parasite plastid, 96 hour incubation; P. falciparum luciferase reporter growth, 96 h; Potency, µM (doses to about 28.7 µM), without a hit: top-dose activity change, negative = inhibition, actives largely listed as inhibitors; 320,000 compounds, 6.9% hits; also: potency is read from the fitted curve at half-maximal effect; % is scaled to controls: 0 for no effect and ±100 for the full control effect
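Erythrocytes infected with luciferase-expressing P. falciparum were dispensed at 2% hematocrit and 0.05% parasitemia (final), then incubated with compounds 96 hours at 37 C in 5% CO2. Luminescence after detection reagent addition reported growth.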
TbPYK inhibitor – qHTS of Trypanosoma Brucei Inhibitors; TbPYK enzyme, Kinase-Glo Plus ATP luminescence, 45 min; pyruvate kinase (Trypanosoma brucei), Q57TT1; Potency, µM (highest dose often 76.8 µM), inactives show top-dose activity, negative = inhibition, actives largely listed as inhibitors; 410,000 compounds, 0.12% hits; also: potency is read from the fitted curve at half-maximal effect; % is scaled to controls: 0 for no effect and ±100 for the full control effect; nearly all actives have a fitted effect of over 50% in size
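TbPYK + substrate in 50 mM TEA pH 7.2, 100 mM KCl, 10 mM MgCl2, 0.05% BSA, 0.01% Tween-20; cpd pinned; ADP 130 uM final; 45 min RT; Kinase-Glo Plus 10 min; luminescence endpoint.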
CHX counter – Cycloheximide Counterscreen for Small Molecule Inhibitors of Shiga Toxin. 300,000 compounds, 12% hits. cell reporter, cycloheximide protein synthesis inhibition counterscreen. max response, %; in the data active = max response mostly above about 13%, no sharp cut-off; inactive = mostly below about 14%; also: read at 38.3 µM for the half of the compounds with a filed dose; 0% is about no effect
AmpC no deterg – qHTS Inhibitors of AmpC Beta-Lactamase (assay without detergent); P00811; AmpC nitrocefin hydrolysis, absorbance 480 nm, 0.0001% Triton; Potency, µM (top dose mostly 57.1 µM), inactives show at the top dose activity change, negative = inhibition, hits mostly inhibitors; 330,000 compounds, 0.52% hits; AID 485341, 2010;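 also: potency is read from the fitted curve at half-maximal effect; plate controls were no compound for no effect and no enzyme for full effect; nearly all actives have a fitted effect of over 20% in size; some results filed as inactive show a strong effect at the top dose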
Target sequence (P00811 whole entry, looked up): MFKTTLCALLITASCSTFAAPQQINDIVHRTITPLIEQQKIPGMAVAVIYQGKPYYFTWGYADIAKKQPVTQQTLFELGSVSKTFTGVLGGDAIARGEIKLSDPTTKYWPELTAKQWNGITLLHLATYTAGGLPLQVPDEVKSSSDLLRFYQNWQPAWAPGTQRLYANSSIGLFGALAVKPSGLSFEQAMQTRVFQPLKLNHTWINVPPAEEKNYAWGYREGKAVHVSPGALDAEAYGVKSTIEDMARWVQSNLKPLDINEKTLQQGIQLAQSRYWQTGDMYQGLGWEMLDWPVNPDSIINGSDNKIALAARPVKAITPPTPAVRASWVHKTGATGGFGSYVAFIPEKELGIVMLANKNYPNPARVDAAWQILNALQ
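20 mM phosphate pH 7.0 + 0.01% (detergent screen) or 0.0001% Triton X-100; 5.3 nM AmpC reagent; cpd preinc 15 min RT; nitrocefin (800 uM stock) to start; A480 q20 s × 4 min; Activity was normalised to no-enzyme and no-compound control wells.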
Active calls of the source: *; ? = inconclusive; · = no result given; & = joins results of further samples; [ ] = dose if it differs, or a comment. Unless noted, calls follow the shape of the dose curve; as a rule, active = well fitted curve in the direction sought with a large enough effect; inconclusive = small, poorly fitted or top-dose-only effect, or another doubt; inactive = no such curve, though single readings can be large; an effect the other way counts as inactive or inconclusive.

SMILES	Shiga toxin inh	LmPK inh	Pf growth 48h	Pf growth 96h	TbPYK inhibitor	CHX counter	AmpC no deterg
O=C(Nc1ccc(-c2nnc(-c3ccco3)o2)cc1)C(c1ccccc1)c1ccccc1	-6	3%	·	·	0%	-1	28%
CC(C)(C)N(NC(=O)OCc1ccccc1)C(=O)c1ccccc1Cl	13	2%	-15%	-2%	-1%	-4	-6%
CC(C)Cn1c(SCC#N)nc2ccccc2c1=O	-19	3%	-15%	18%	3%	-1	-2%
COCCN1C(=O)c2ccccc2C(C(=O)NCCN(C)C)C1c1ccc(F)cc1 (centres undefined)	3	1%	-13%	-18%	0%	-2	31%
Cc1ccc(Nc2n[nH]c(C)c2[N+](=O)[O-])cc1	43*	-1%	232%[activator]	203%[activator]	1%	29*	-24%
Cc1ccc(-n2[nH]c(C)c(C=Nc3ccc4[nH]c(=O)[nH]c4c3)c2=O)cc1C	-7	-11%	9%	26%	-5%	2	4%
CCOC(=O)c1[nH]ncc1CN1CCCC(C(=O)c2cc(Cl)ccc2OC)C1 (centres undefined)	-10	6%	-10%	?	-2%	1	76%[activator]
CCc1ccc(NC(=O)C(=O)N/N=C(\C)CC(=O)NCCOC)cc1	63*	6%	64%[activator]	20%	0%	20	-27%
CCCCc1nc2cc(C(=O)NCc3cn(C)nc3C)ccc2o1	-13	-9%	-12%	?	2%	-8	-24%
Cn1c(NNC(=O)c2ccccc2F)cc(=O)n(C)c1=O	18	0%	-6%	-1%	2%	16	7%
COc1ccc(S(=O)(=O)N2CCN(CC(=O)Nc3cccc(F)c3)CC2)cc1	-11	-1%	2%	-8%	0%	9	-11%
Cc1ccc([N+](=O)[O-])cc1S(=O)(=O)Nc1ccc(C(=O)N2CCN(C(=O)c3ccco3)CC2)cc1	·	·	?	?	3%	·	-29%
COC(=O)C1=C(c2cccc(C#N)c2)C[C@@H]2CC[C@H]1N2C(=O)NCCOc1ccccc1	·	·	?	-1%	-2%	·	30%
Cc1cccc(C(=S)N2CCOCC2)n1	·	·	-29%	-19%	0%	·	-19%
O=C(CC1CCCC1)NCCc1cn2ccccc2n1	24	6%	·	24%	-18%	12	-11%
Cc1onc(-c2c(F)cccc2Cl)c1C(=O)NCc1ccc(S(N)(=O)=O)cc1	·	·	5%	-16%	0%	·	-12%
CCN(CC)C(=O)C1CCCN(c2ccc([N+](=O)[O-])cc2/C=N/NC(=O)c2ccccc2)C1 (centres undefined)	10	2%	?	?	-5%	-2	?
CCc1ccc(OCC(=O)N2CCN(Cc3ccc4c(c3)OCO4)CC2)cc1	-5	-5%	2%	-11%	-4%	1	128%[activator]
CC(=O)c1ccc(C(=O)N2CCc3c([nH]c4ccccc34)C2c2cccc(C)n2)s1 (centres undefined)	72	-3%	?	13µM*	11%	2	55%
Cc1ccnc(NS(=O)(=O)c2ccccc2)c1	16	0%	9%	-22%	-5%	-1	-16%
Cc1ccc(S(=O)(=O)N/N=C\C=C\c2ccccc2)cc1	-13	0%	16%	31%[activator]	-4%	-2	-36%
C#CCOCCOCCOCCNc1nc(N2CCN(C(=O)C([C@@H](C)CC)n3cc(C(N)Cc4ccc(O)cc4)nn3)CC2)nc(N2CCN(C(=O)[C@H](CCC(=O)O)n3cc(C(N)Cc4ccc(O)cc4)nn3)CC2)n1 (some centres undefined)	6	4%	0%	1%	-1%	3	206%[activator]
Cc1ccc(NC(=O)Nc2cnccn2)c(C)c1	5	2%	?	19%	3%	7	-11%
CCCc1cc(=O)oc2cc(OCC(=O)N3CCOCC3)c(Cl)cc12	-14	0%	-8%	·	-5%	2	-16%
COc1ccc(CC(=O)N2CCN(c3ccccc3F)CC2)cc1OC	-4	-4%	7%	22%	1%	-2	14%
Cc1ccc(NC(=O)C2CCN(C(=O)[C@@H]3Cc4ccccc4CN3)CC2)c(C)c1	-11	-4%	4%	29%	7%	14*	-7%
NS(=O)(=O)c1cccnc1Nc1c(Cl)cccc1Cl	3	2%	3%	·	5%	2	-13%
O=C(O)c1[nH]c2ccc(Br)cc2c1CCN1C(=O)c2cccc([N+](=O)[O-])c2C1=O	-5	4%	37%[activator]	2%	-1%	5	-31%
CO[C@]1(NC(=O)CSCC#N)C(=O)N2C(C(=O)O)=C(CSc3nnnn3C)CS[C@H]21	·	·	5%	-15%	3%	·	·
O=S(=O)(c1cccc(-c2nnc3n2CCCCC3)c1)N1CCOCC1	-15	0%	8%	30%	4%	-1	2%
COc1ccc(CCNC(=O)CSc2ncnc3c2oc2ccccc23)cc1OC	6	2%	0%	22%	-13%	10	-1%
CCO[C@H]1OC(C(=O)NC2CC2)=C[C@@H](c2c[nH]c3ccccc23)[C@@H]1CCCO	-6	0%	50%[activator]	16%	-3%	-2	-15%
CC(=O)Nc1ccc(NC(=S)NC(=O)c2ccc([N+](=O)[O-])cc2)cc1	20	1%	19%	27%	-11%	-5	-25%
CNC(=S)NNC(=O)c1sccc1OCc1ccccc1	20	14%	-13%	?	-18%	0	-28%
CN1CCCC(C(=O)c2ccc(-c3ccccc3)cc2)C1 (centres undefined)	34*	-2%	?	?	-17%	23*	37%
CC1CN(C(=O)CCN2C(=O)c3ccccc3C2=O)CC(C)O1 (centres undefined)	8	-1%	-2%	-37%	3%	-1	-14%
COC(=O)c1ccsc1NC(=O)CN1CCN(Cc2ccc3c(c2)OCO3)CC1	-4	2%	-25%	?	-6%	-3	-13%
Cc1ccc(SCC(=O)NC(C)c2ccccc2)cc1 (centres undefined)	34	0%	?	?	7%	14	-25%
COC(=O)CSC1=NP(=S)(SCC(=O)OC)N2CCCC2=C1C#N (centres undefined)	-5	1%	-1%	7%	1%	-2	2%
O=C(NCCCCCCNC(=O)OCCO)OCCO	-21	2%[11.5 µM]	4%	1%	1%	7	-3%
CCOC(=O)C1=C(O)C(=O)N(c2ccc(S(N)(=O)=O)cc2)C1c1ccccc1 (centres undefined)	-4	0%	-21%	-21%	3%	-2	-18%
COc1ccccc1N1CCN(CC(=O)Nc2ccccc2C(=O)NC(C)c2ccccc2)CC1 (centres undefined)	·	·	12µM*	?	-5%	·	161%[activator]
Cc1ccc(NC(=O)Cn2c(CCC(=O)O)ccc2-c2cccs2)cc1Cl	7	1%	27%	51%[activator]	-18%&-22%	8	-49%
CSC1=C(C#N)C(CC(C)C)C2=C(CCCC2=O)N1 (centres undefined)	-2	7%	?	-11%[5.75 µM]	1%	-3	-18%
CCOC(=O)c1c(NC(=O)COC(=O)c2ccccc2NC)sc(C(=O)N(C)C)c1C	-10	1%	?	5.2µM*	0%	-2	164%[activator]
Cc1cccc(C)c1NC(=O)C[n+]1cc(-c2ccccc2)n2c1CCC2	7	0%	?	12µM*	0%	-1	1%
Cc1ccc(C2(c3noc(CN4CCOCC4)n3)CCCC2)cc1	6	-4%	9%	?	2%	-2	104%[activator]
CCN1CCCC1CN(Cc1cc2c(C)cc(C)cc2[nH]c1=O)C(=O)NC1CCCCC1 (centres undefined)	-3	3%	9.3µM*	·	1%	-6	112%[activator]
COCCn1nnnc1C(CC(C)C)N1CCN(c2ccccc2)CC1 (centres undefined)	-4	-7%	-24%	-7%	-1%	-4	13%
CC(C)c1ccc(OCC(=O)NC(=S)Nc2ccc3c4c(cccc24)CC3)cc1	-27	4%	9%	?	-3%	-4	-22%
COc1ccc(S(=O)(=O)CC(=O)c2cc3cc(Br)ccc3oc2=O)cc1	5	-2%	8%	-36%	-12%	-3	28µM*
CN1CCN(c2ccc([N+](=O)[O-])c(-n3nc(-c4ccccc4)c4ccccc4c3=O)c2)CC1	-18	4%	?	8.3µM*	5%	2	153%[activator]
Nc1nnc(-c2cccc([N+](=O)[O-])c2)o1	23	3%	12%	-4%	6%	2	-8%
Cc1cc(CSc2ccccc2)ccc1NC(=O)c1ccc(Cl)c([N+](=O)[O-])c1	5	-1%	-18%	?	0%	16	-27%
CC(C)C[C@H](N)C(=O)N1CCC(C(=O)N[C@H](C(=O)NCc2ccc(F)cc2)C(C)C)CC1	-9	-3%	57%[activator]	?	-2%	-3	-11%

Structures from the list above that have a Cl atom (7):
SMILES	Shiga toxin inh	LmPK inh	Pf growth 48h	Pf growth 96h	TbPYK inhibitor	CHX counter	AmpC no deterg
CC(C)(C)N(NC(=O)OCc1ccccc1)C(=O)c1ccccc1Cl	13	2%	-15%	-2%	-1%	-4	-6%
CCOC(=O)c1[nH]ncc1CN1CCCC(C(=O)c2cc(Cl)ccc2OC)C1 (centres undefined)	-10	6%	-10%	?	-2%	1	76%[activator]
Cc1onc(-c2c(F)cccc2Cl)c1C(=O)NCc1ccc(S(N)(=O)=O)cc1	·	·	5%	-16%	0%	·	-12%
CCCc1cc(=O)oc2cc(OCC(=O)N3CCOCC3)c(Cl)cc12	-14	0%	-8%	·	-5%	2	-16%
NS(=O)(=O)c1cccnc1Nc1c(Cl)cccc1Cl	3	2%	3%	·	5%	2	-13%
Cc1ccc(NC(=O)Cn2c(CCC(=O)O)ccc2-c2cccs2)cc1Cl	7	1%	27%	51%[activator]	-18%&-22%	8	-49%
Cc1cc(CSc2ccccc2)ccc1NC(=O)c1ccc(Cl)c([N+](=O)[O-])c1	5	-1%	-18%	?	0%	16	-27%

Exported with bars between the fields: entries from further up
canonical_smiles | Shiga toxin inh | LmPK inh | Pf growth 48h | Pf growth 96h | TbPYK inhibitor | CHX counter | AmpC no deterg
Nc1nnc(-c2cccc([N+](=O)[O-])c2)o1 | 23 | 3% | 12% | -4% | 6% | 2 | -8%
Cc1cc(CSc2ccccc2)ccc1NC(=O)c1ccc(Cl)c([N+](=O)[O-])c1 | 5 | -1% | -18% | ? | 0% | 16 | -27%
